BaF3 parental: counter-screen for JAK2V617F inhibitors: parental Ba/F3 viability inhibitors; CellTiter-Glo ATP luminescence; inhibition, % at 5.6 µM; 220,000 compounds, 1.1% hits;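 active = inhibition above a per-campaign cutoff, the mean inhibition of all tested compounds plus 3 SD, cut at about 27% in these data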;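 note: 0% = DMSO wells and 100% = JAK Inhibitor I control wells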
TbHK1 inh: T. brucei hexokinase 1 inhibition; AID 1430; inhibition, % at 10 µM; recombinant TbHK1, G6PDH-coupled NADH A340; 220,000 compounds, 0.11% hits;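 active = inhibition of 50% or more in the single-dose primary screen; inactive = inhibition below 50%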
NCF1 inh: inhibitors of human p47phox binding | 220,000 compounds, 0.53% hits | p47phox/p22phox peptide binding, fluorescence polarization, 2 h | inhibition, % at 24.7 µM | P14598 | AID 1274;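 active = inhibition above about 30%, limit read from the data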;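 note: 0% = p47phox with labelled peptide and 100% = labelled peptide alone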
Target sequence (P14598 whole entry, looked up): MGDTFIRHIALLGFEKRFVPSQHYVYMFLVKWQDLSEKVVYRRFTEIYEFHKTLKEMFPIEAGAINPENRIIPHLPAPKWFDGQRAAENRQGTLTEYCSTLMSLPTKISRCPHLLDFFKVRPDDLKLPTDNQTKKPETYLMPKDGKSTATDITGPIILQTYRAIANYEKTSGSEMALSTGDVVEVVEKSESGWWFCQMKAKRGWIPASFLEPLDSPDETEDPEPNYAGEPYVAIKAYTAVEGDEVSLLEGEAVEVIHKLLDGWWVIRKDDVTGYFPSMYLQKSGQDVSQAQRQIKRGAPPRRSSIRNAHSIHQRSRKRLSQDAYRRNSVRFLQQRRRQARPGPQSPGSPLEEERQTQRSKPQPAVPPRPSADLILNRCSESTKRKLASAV
EP2 antag: EP2 receptor (human) inhibition; P43116; AID 1422; 260,000 compounds, 0.52% hits; inhibition, % at 25 µM; C6 glioma cells expressing human EP2, cAMP TR-FRET; cells stimulated with saturating PGE2;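 active = percent inhibition above 40 after rounding to a whole number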;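 note: rat C6 glioma host cells with rolipram phosphodiesterase inhibitor present; the protocol text gives 20 µM as final concentration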
RBBP9 inhibitor: inhibitors of human serine hydrolase RBBP9; recombinant RBBP9, FP-Rh probe fluorescence polarization; AID 1515; inhibition, % at 7.94 µM; 220,000 compounds, 0.2% hits; O75884;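 active = inhibition above the campaign mean of all tested compounds plus 3 SD, cut at about 14% in these data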;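 note: plate controls were DMSO wells with RBBP9 for no effect and wells lacking RBBP9 protein for full effect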
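Test system – recombinant human RBBP9 · Input – RBBP9 2.5 µM in dispensing solution, pre-mixing · Medium – Tris buffer pH 8.0, NaCl, Pluronic · Schedule – preincubation 30 min plus labeling 45 min at 25 °C · Measured by – fluorescence polarization · Measure – % inhibition · Controls – DMSO and no-protein wells · Replicates – one well per compound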
p97 inhibitor: human p97 ATPase inhibition | P55072 | recombinant p97 ATPase, Kinase-Glo ATP luminescence, 3 h | inhibition, % at 8 µM | 220,000 compounds, 0.42% hits | AID 1481; in the data active = inhibition above about 15%;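 note: 0% = DMSO vehicle and 100% = wells lacking enzyme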
Furin inhibitor: blocks human furin protease activity; AID 463115; purified furin, fluorogenic substrate cleavage; 220,000 compounds, 0.061% hits; inhibition, % at 30 µM; P09958; in the data active = inhibition above about 25%; note: inactives centre near -15
Target sequence (P09958 108-714 limits assumed): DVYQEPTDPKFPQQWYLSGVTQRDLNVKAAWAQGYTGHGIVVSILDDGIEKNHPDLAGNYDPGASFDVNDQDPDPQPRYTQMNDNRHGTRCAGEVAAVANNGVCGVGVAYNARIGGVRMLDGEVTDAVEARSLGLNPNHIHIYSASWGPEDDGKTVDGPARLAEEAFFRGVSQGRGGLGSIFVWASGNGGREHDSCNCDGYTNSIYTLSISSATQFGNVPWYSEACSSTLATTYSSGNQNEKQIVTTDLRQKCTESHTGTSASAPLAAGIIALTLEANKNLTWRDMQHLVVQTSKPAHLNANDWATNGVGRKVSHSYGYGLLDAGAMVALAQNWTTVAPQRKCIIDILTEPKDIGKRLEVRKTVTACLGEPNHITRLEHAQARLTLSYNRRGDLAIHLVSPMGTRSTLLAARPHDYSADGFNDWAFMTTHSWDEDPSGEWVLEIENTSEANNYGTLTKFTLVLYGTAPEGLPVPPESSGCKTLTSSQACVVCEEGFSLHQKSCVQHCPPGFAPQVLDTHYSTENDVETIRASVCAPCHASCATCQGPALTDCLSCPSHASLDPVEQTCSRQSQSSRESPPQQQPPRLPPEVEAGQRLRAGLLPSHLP
PPC-1+TRAIL kill: kills PPC-1 cancer cells in the presence of TRAIL; cell killing (% activity), % at 4 µM; 220,000 compounds, 0.41% hits; PPC-1 cells + TRAIL, ATPLite viability luminescence;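 active = cell killing above 50% in the first pass at 4 µM, then a duplicate retest at 5 µM averaging 50% or more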;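 note: plate controls were cells with TRAIL plus DMSO for no effect and medium-only wells lacking cells for full effect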
Ba/F3 V617F tox: lowers viability of Ba/F3 cells expressing EpoR and JAK2V617F; ATP luminescence; inhibition, % at 5.6 µM; 220,000 compounds, 1.1% hits; AID 1446;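 active = inhibition above the campaign mean plus 3 SD over all tested compounds, cut at about 24% in these data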;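 note: cytokine-independent growth of Ba/F3 cells driven by EpoR plus mutant JAK2; 0% = DMSO-treated cells and 100% = JAK inhibitor I control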
Numbers without * were called inactive; nt = no result given; & = joins results of further samples; [ ] = another dose, or the depositor's remark. These rows are one share of the data (hit frequency here may not be typical).

Keys – A = BaF3 parental; B = TbHK1 inh; C = NCF1 inh; D = EP2 antag; E = RBBP9 inhibitor; F = p97 inhibitor; G = Furin inhibitor; H = PPC-1+TRAIL kill; I = Ba/F3 V617F tox
structure: CCOC(=O)c1c(NC(=S)Nc2ccccc2)sc2c1CCCCC2
  A: 4; B: -4; C: -9; D: 52*; E: -11; F: 3; G: -18; H: 14; I: 1

structure: CC(C)NC(=O)CSc1nc(N)c(NC(=O)c2ccccc2F)c(=O)[nH]1
  A: 6; B: 0; C: 0; D: 8; E: -10; F: -6; G: -4; H: 9; I: 3

structure: O=C(N/N=C/c1ccc(-c2ccc([N+](=O)[O-])cc2)o1)c1cccnc1
  A: 2; B: -18; C: -8; D: 20; E: -10; F: -1; G: -11; H: 10; I: 1

structure: COc1cc(OC)cc(C(=O)N/N=C2/SCC(=O)N2Cc2ccco2)c1
  A: 6; B: 3; C: 3; D: 5; E: 0; F: 2; G: -35; H: 12; I: -1

structure: CCCC(=O)Nc1ccc(NC(=O)C23CC4CC(CC(C4)C2)C3)cn1
  A: -2; B: -1; C: -7; D: 14; E: 5; F: 6; G: -16; H: 8; I: 0

structure: COC(=O)c1cc(NC(=O)c2ccc([N+](=O)[O-])cc2)c(=O)oc1C
  A: 4; B: -9; C: -7; D: 7; E: 1; F: -2; G: -13; H: -4; I: 0

structure: Cc1ccccc1OCc1nnc(SC(C)C(=O)O)n1Cc1ccccc1 (stereo unspecified)
  A: 10; B: 0; C: 0; D: 7; E: 0; F: -1; G: -11; H: 15; I: 6

structure: COc1cc2c(cc1NC(=O)CSc1nccn1C)oc1ccccc12
  A: 12; B: -12; C: -16; D: 2; E: 2; F: 4; G: -14; H: 16; I: 2

structure: Cc1ccc(S(=O)(=O)n2[nH]c(=O)cc2NC(=O)c2cccs2)cc1
  A: 35*; B: -5; C: -2; D: 3; E: -3; F: 6; G: -15; H: 19; I: 26*

structure: Cc1ccc(S(=O)(=O)N2CC(O)CC2C(=O)OCC(=O)c2ccccc2Cl)cc1C (stereo unspecified)
  A: 9; B: 30; C: -11; D: 9; E: 1; F: -5; G: -3; H: 33; I: 5

Shown with two lines to a compound: part of the list above.
Values run as follows: BaF3 parental	TbHK1 inh	NCF1 inh	EP2 antag	RBBP9 inhibitor	p97 inhibitor	Furin inhibitor	PPC-1+TRAIL kill	Ba/F3 V617F tox
- O=C(N/N=C/c1ccc(-c2ccc([N+](=O)[O-])cc2)o1)c1cccnc1
→ 2	-18	-8	20	-10	-1	-11	10	1
- COc1cc(OC)cc(C(=O)N/N=C2/SCC(=O)N2Cc2ccco2)c1
→ 6	3	3	5	0	2	-35	12	-1
- CCCC(=O)Nc1ccc(NC(=O)C23CC4CC(CC(C4)C2)C3)cn1
→ -2	-1	-7	14	5	6	-16	8	0
- COC(=O)c1cc(NC(=O)c2ccc([N+](=O)[O-])cc2)c(=O)oc1C
→ 4	-9	-7	7	1	-2	-13	-4	0
- Cc1ccccc1OCc1nnc(SC(C)C(=O)O)n1Cc1ccccc1 (stereo unspecified)
→ 10	0	0	7	0	-1	-11	15	6
- COc1cc2c(cc1NC(=O)CSc1nccn1C)oc1ccccc12
→ 12	-12	-16	2	2	4	-14	16	2
- Cc1ccc(S(=O)(=O)n2[nH]c(=O)cc2NC(=O)c2cccs2)cc1
→ 35*	-5	-2	3	-3	6	-15	19	26*
- Cc1ccc(S(=O)(=O)N2CC(O)CC2C(=O)OCC(=O)c2ccccc2Cl)cc1C (stereo unspecified)
→ 9	30	-11	9	1	-5	-3	33	5

Following part.
Keys – A = BaF3 parental; B = TbHK1 inh; C = NCF1 inh; D = EP2 antag; E = RBBP9 inhibitor; F = p97 inhibitor; G = Furin inhibitor; H = PPC-1+TRAIL kill; I = Ba/F3 V617F tox
structure: CC(C)n1c(Nn2cnnc2)nc2ccccc21
  A: 0; B: 0; C: -11; D: 10; E: -6; F: -4; G: -15[20 µM]; H: 4; I: -3

structure: CCOc1cc(/C=C\[N+](=O)[O-])ccc1OCC(=O)Nc1ccccc1C
  A: 1; B: -6; C: -6; D: 26; E: -9; F: 1; G: -14[20 µM]; H: 2; I: -3

structure: COc1cccc2cc(C(=O)NC(C)C3CCCO3)c(=O)oc12 (stereo unspecified)
  A: 5; B: -5; C: -2; D: 9; E: 0; F: -4; G: -9[20 µM]; H: 14; I: 0

structure: C=CCNC(=O)/C(C#N)=C/c1ccc(SC)cc1
  A: 6; B: -30; C: -7; D: 5; E: -5; F: -3; G: -18; H: 6; I: 3

structure: CCOC(=O)c1sc(NC(=O)C(CC)Sc2nnc3c4ccccc4n(C(C)C)c3n2)nc1C (stereo unspecified)
  A: 9; B: -24; C: -11; D: 12; E: -5; F: -2; G: -29; H: 0; I: -1

structure: O=C(NC1CCCC1)c1cccc(Oc2ccccc2)c1
  A: 1; B: -1; C: -8; D: 9; E: -6; F: 1; G: -12; H: 10; I: -1

structure: CN(C)C(=O)C[n+]1cccc(/C=N/O)c1
  A: 5; B: 1; C: 7; D: 9; E: -7; F: -6; G: -5; H: 8; I: 1

structure: CCC(C)NCC(O)(c1ccc(Cl)cc1)c1ccc(Cl)cc1 (stereo unspecified)
  A: 8; B: 11; C: -6; D: 3; E: -3; F: -1; G: -9; H: -15; I: 5

structure: COCCCNC(=O)c1ccc(Cn2c(=O)c3ccccc3n(Cc3ccccc3C#N)c2=O)cc1
  A: 7; B: -14; C: 1; D: 12; E: 0; F: 0; G: -18[20 µM]; H: -3; I: -1

structure: Cc1ccc(-c2nc(=S)c3c(n2CCN2CCOCC2)CC(C)(C)OC3)cc1
  A: 3; B: -53; C: -13; D: 16; E: 2; F: 6; G: -9[20 µM]; H: 6; I: -3

The results go on:
Keys – A = BaF3 parental; B = TbHK1 inh; C = NCF1 inh; D = EP2 antag; E = RBBP9 inhibitor; F = p97 inhibitor; G = Furin inhibitor; H = PPC-1+TRAIL kill; I = Ba/F3 V617F tox
structure: CSc1ncc(Cl)c(C(=O)Nc2ccc(S(=O)(=O)N3CCOCC3)cc2)n1
  A: 5; B: -2; C: -58; D: 8; E: -4; F: 5; G: 15[20 µM]; H: 10; I: -3

structure: COc1ccccc1NC(=O)CCSc1nnc(-c2ccc(O)cc2)o1
  A: 2; B: 1; C: 6; D: 1; E: -5; F: -3; G: -17; H: -2; I: 2

structure: CC(c1ccco1)N(C(=O)CSc1ccc(Br)cc1)c1ccccn1 (stereo unspecified)
  A: 5; B: 2; C: -2; D: 6; E: -5; F: -3; G: -15; H: 33; I: 0

structure: Cc1ccc2c(c1)nnn2C1CCN(S(=O)(=O)c2ccc(C(=O)O)cc2)CC1
  A: 9; B: -8; C: -14; D: 14; E: -6; F: 6; G: -13; H: 6; I: 1

structure: Cc1ccccc1C(=O)NC(=S)Nc1ccccc1C(F)(F)F
  A: 2; B: -2; C: -7; D: 8; E: 1; F: 3; G: -12; H: 7; I: -4

structure: N#CC1=C(SCC(=O)Nc2cccc3cccnc23)NC(=O)C(C#N)C12CCCCC2 (stereo unspecified)
  A: 9; B: -5; C: -8; D: 5; E: -6; F: 3; G: -20[20 µM]; H: -3; I: 2

structure: Cc1ccc(C(=O)N/C(=C\c2ccccc2)C(=O)NCc2cccnc2)cc1
  A: 3; B: -3; C: 11; D: 10; E: 1; F: 4; G: -18; H: -5; I: -2

structure: Cc1cccc(-n2ncc3c(N(CCO)CCO)ncnc32)c1
  A: 4; B: 1; C: -10; D: 11; E: -3; F: 3; G: -21; H: 17; I: -1

structure: O=C(c1cccc(COCC(F)(F)C(F)F)c1)N1CCN(c2ccccc2)CC1
  A: 3; B: -3; C: -3; D: 11; E: -10; F: -6; G: -13[20 µM]; H: 5; I: 1

structure: CCc1ccc2[nH]c(=O)c(CN(CCN(C)C)C(=S)NCc3ccco3)cc2c1
  A: 4; B: -4; C: -11; D: 14&6; E: 2; F: 2; G: -24; H: 4; I: 0

Carrying on.
Keys – A = BaF3 parental; B = TbHK1 inh; C = NCF1 inh; D = EP2 antag; E = RBBP9 inhibitor; F = p97 inhibitor; G = Furin inhibitor; H = PPC-1+TRAIL kill; I = Ba/F3 V617F tox
structure: CCn1c(=O)cc(OCC(=O)N2CCCC2)c2ccccc21
  A: 3; B: -13; C: -7; D: 9; E: -5; F: -8; G: -10; H: 5; I: 2

structure: Cc1cccn2c(NCc3ccc4c(c3)OCO4)c(-c3ccc(O)cc3)nc12
  A: -3; B: -10; C: -11; D: 19&7; E: 5; F: 5; G: -50; H: 35; I: -4

structure: Oc1cc2ccccc2cc1-c1n[nH]c(=S)n1Cc1ccco1
  A: 4; B: 1; C: nt; D: 21&11; E: -2; F: 0; G: -3; H: 8; I: 6

structure: COc1ccc(COCC(O)CN2CC(C)OC(C)C2)cc1OC (stereo unspecified)
  A: 3; B: 0; C: -2; D: 14; E: 1; F: 2; G: -24[20 µM]; H: -22; I: -4

structure: O=C(CSc1ncn[nH]1)Nc1ccc2c(c1)CCC2
  A: 3; B: 6; C: -2; D: 5; E: -1; F: 5; G: -19; H: 10; I: -2

structure: O=C(CCN1CCN(C(=O)c2ccco2)CC1)Nc1ccc(F)cc1
  A: 8; B: -4; C: 0; D: 16; E: -6; F: -4; G: -8[20 µM]; H: 46; I: 5

structure: O=[N+]([O-])c1ccccc1NC1CCN(Cc2ccccc2)CC1
  A: 2; B: -3; C: -4; D: 4; E: -1; F: -1; G: -5; H: 17; I: 1

structure: COc1ccc(NC(=O)CCCn2c(=O)c3sccc3n(Cc3cccc(C)c3)c2=O)cc1
  A: 4; B: -2; C: -4; D: 5; E: 0; F: 5; G: -21; H: -11; I: 2

structure: CCN(CC(=O)Nc1ccc2c(c1)OCCO2)C(=O)C1CCCCC1
  A: 6; B: 2; C: 1; D: 10; E: -4; F: -5; G: -17; H: 12; I: 1

structure: S=c1[nH]nc(-c2cc(-c3ccccc3)n[nH]2)n1/N=C/c1ccc(Br)s1
  A: -3; B: -21; C: 14; D: 10; E: -1; F: -1; G: -14; H: 2; I: 0

Next section:
Keys – A = BaF3 parental; B = TbHK1 inh; C = NCF1 inh; D = EP2 antag; E = RBBP9 inhibitor; F = p97 inhibitor; G = Furin inhibitor; H = PPC-1+TRAIL kill; I = Ba/F3 V617F tox
structure: O=C(O)c1ccnc(Cl)c1
  A: 7; B: 1; C: 1; D: 3; E: -7; F: -6; G: -6; H: -1; I: 2

structure: Cc1ccc(S(=O)(=O)NNC(=O)C2CCN(Cc3ccccc3)CC2)cc1
  A: 3; B: -7; C: -5; D: 5; E: -9; F: -3; G: -9[20 µM]; H: 25; I: 0

structure: COc1ccccc1NCC(=O)N/N=C/c1cccnc1
  A: 0; B: -4; C: -7; D: 4; E: 0; F: -1; G: -21[20 µM]; H: 11; I: 1

structure: Cn1c(SCC(=O)Nc2ccccc2-c2ccccc2)nnc1-c1ccco1
  A: 2; B: -6; C: -4; D: 7; E: -3; F: 0; G: -4; H: -11; I: -3

structure: COC(=O)C(C)N1C(=O)S/C(=C\c2cc(C)n(-c3ccccn3)c2C)C1=O (stereo unspecified)
  A: 4; B: -26; C: -21; D: 8; E: -5; F: -3; G: -19[20 µM]; H: 31; I: 0

structure: O=C(N/N=C/c1sc(N2CCOCC2)nc1-c1ccccc1)c1ccc(O)cc1
  A: 6; B: -10; C: -34; D: 13; E: -7; F: 0; G: -8; H: 31; I: 5

structure: COCCn1c(=NC(=O)c2nc3ccccc3s2)sc2cc(S(C)(=O)=O)ccc21
  A: 10; B: -8; C: 7; D: 7; E: -3; F: -1; G: -19; H: 12; I: 2

Screens: PubChem BioAssay, several laboratories
